MrgX1 allo act: positive allosteric modulators of MrgX1, primary screen, HEK293 cells, Fluo-4 calcium flux; B-score at 10 µM; FDSS; active compounds read high; Mas-related G-protein coupled receptor member X1 (Homo sapiens), Q96LB2; hit rate 0.63% among 310,000;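 active = plate-corrected calcium response at least 3 library SD above typical, normal starting fluorescence, not activating the receptor alone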;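 also: compound read alongside a low EC10 to EC30 dose of BAM8-22 agonist; peak minus trough fluorescence over baseline measured at the second addition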
Target sequence (Q96LB2 whole entry, looked up): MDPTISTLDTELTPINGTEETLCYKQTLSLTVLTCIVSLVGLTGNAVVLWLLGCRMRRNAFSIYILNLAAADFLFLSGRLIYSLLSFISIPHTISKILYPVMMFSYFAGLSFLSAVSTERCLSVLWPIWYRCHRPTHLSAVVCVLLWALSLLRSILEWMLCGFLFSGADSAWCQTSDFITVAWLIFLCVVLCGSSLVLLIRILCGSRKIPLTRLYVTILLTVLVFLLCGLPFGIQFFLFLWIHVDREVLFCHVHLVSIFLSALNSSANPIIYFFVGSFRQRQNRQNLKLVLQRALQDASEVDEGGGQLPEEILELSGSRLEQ
RGS4 block: RGS4 inhibitors, primary screen, cell-based, HEK293 M3R inducible RGS4, calcium flux; Regulator of G-protein signaling 4 (Homo sapiens), P49798; Fluo-4 calcium flux; active compounds read high; triggered by carbachol at its EC20; B-score at 10 µM; hit rate 0.45% among 310,000;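 active = B-score, a plate-corrected calcium signal, over three deviations above library mean, with baseline fluorescence within five deviations of library mean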;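 also: RGS4 expression induced by doxycycline in cells with stable M3 receptor; B-score is computed from the integrated fluorescence ratio over baseline after carbachol; higher B-score means a larger calcium signal and so more RGS4 inhibition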
Target sequence (P49798 whole entry, looked up): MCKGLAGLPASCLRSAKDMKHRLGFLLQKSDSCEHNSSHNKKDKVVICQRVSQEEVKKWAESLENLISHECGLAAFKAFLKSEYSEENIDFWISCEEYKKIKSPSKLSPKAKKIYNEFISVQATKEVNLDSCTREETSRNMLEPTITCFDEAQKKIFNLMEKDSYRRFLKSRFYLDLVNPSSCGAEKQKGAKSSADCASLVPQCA
KCNQ1 act: potentiators or activators of KCNQ1 channel, primary screen, cell-based, thallium flux, high-throughput. Potassium voltage-gated channel subfamily KQT member 1 (Homo sapiens), P51787. CHO-K1 KCNQ1, thallium flux FluxOR fluorescence; active compounds read high. B-score at 10 µM. hit rate 0.35% among 310,000;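 active = fluorescence ratio B-score, a plate-corrected score, at least three library SD, with initial intensity B-score within 5 SD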
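Assay system: CHO-K1 cells stably expressing KCNQ1. Medium: assay buffer for compound exposure, DMSO matched across wells. Timing: 37 °C overnight plating, 90-min dark dye load, 20-min compound pretreatment. Signal: kinetic FluxOR fluorescence, 10 s baseline plus 110 s post-stimulus.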
ANO1 activ: TMEM16A chloride channel activators or potentiators, primary screen, cell-based, HTS | hit rate 0.3% among 340,000 | HEK293 TMEM16A/YFP-H148Q/I152L, iodide quench fluorescence; active compounds read low | B-score at 10 µM;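 active = fluorescence-ratio B-score plate-corrected deviation score at least 3 library SD below zero, with starting fluorescence score within 5 deviations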;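 also: channel opened by trigger with iodide after compound preincubation; score built on the fluorescence ratio of max minus min over baseline; more negative score means more quench and so TMEM16A activation or potentiation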
TMEM16A inh: TMEM16A chloride channel inhibitors, primary screen, cell-based, HTS; Anoctamin-1 (Mus musculus), Q8BHY3; HEK293 TMEM16A/YFP iodide influx fluorescence, ionomycin; normalized B-score (activity score, 25-100; higher = stronger inhibition) at 10 µM; hit rate 1.2% among 310,000;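 active = ratio plate-corrected score three or more library SD toward inhibition, starting fluorescence score within five deviations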;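 also: score derived from kinetic fluorescence span divided by baseline fluorescence per well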
KCNK3 block: human KCNK3 channel inhibitors, primary screen, CHO cells, FluxOR thallium flux, B-score; Potassium channel subfamily K member 3 (Homo sapiens), O14649; FluxOR fluorescence; active compounds read low; B-score at 10 µM; hit rate 0.84% among 340,000; AID 602410, 2012;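 active = B-score under library mean minus 4 SD, starting fluorescence ratio at most library mean plus 5 SD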;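 also: more negative B-score means stronger inhibition of thallium flux through KCNK3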
Target sequence (O14649 whole entry, looked up): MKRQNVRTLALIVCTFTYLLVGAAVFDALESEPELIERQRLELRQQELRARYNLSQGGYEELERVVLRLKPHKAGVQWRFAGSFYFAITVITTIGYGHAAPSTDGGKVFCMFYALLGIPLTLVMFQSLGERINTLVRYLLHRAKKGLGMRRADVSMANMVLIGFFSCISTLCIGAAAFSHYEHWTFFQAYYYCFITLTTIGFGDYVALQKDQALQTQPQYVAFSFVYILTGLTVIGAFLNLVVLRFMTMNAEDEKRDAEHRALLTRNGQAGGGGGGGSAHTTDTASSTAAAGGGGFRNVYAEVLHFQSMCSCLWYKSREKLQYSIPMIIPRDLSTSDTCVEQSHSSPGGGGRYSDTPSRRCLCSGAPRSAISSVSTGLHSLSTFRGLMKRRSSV
MrgX1 ag: agonists of human MrgX1 receptor, primary screen, HEK293 cells, Fluo-4 calcium flux; Fluo-4 calcium fluorescence, agonist mode; active compounds read high; B-score at 10 µM; hit rate 0.44% among 310,000; AID 588627, 2011;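 active = calcium response B-score plate-corrected fluorescence ratio at least 3 library SD, with starting fluorescence B-score inside 5 SD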
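Material: MrgX1-expressing HEK293 cells / Dosing: compound as first of three additions / Incubation: overnight seeding, then 1 h dark dye loading / Signal: Fluo-4 NW calcium fluorescence / Evaluation: B-scored fluorescence response ratio / Benchmarks: positive and negative control wells on each plate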
KCNK9 block: KCNK9 potassium channel inhibitors, primary screen, HEK293 cells, thallium flux; FluxOR thallium flux fluorescence; active compounds read low; B-score at 10 µM; hit rate 1.2% among 310,000;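 active = ratio B-score over 3 SD below the library mean, with starting fluorescence within 5 SD of its mean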;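 also: negative B-score means less thallium flux so channel inhibition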
hERG rescue: hERG rescue from dofetilide block, primary screen, cell-based, CHO-hERG, FluxOR thallium flux, dofetilide IC70; Voltage-gated inwardly rectifying potassium channel KCNH2 (Homo sapiens), Q12809; dofetilide IC70 present; activation (rescue from dofetilide block), less the hit threshold, % at 10 µM; hit rate 0.51% among 310,000;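 active = activation above the mean of controls blocked by dofetilide plus 5 SD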;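 also: thallium influx through hERG after potassium depolarization seen as dye fluorescence rise; in these data hits start at about 4.7%; inactives centre near -7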
RGS4 pot: RGS4 potentiators or activators, primary screen, cell-based, HEK293 M3R inducible RGS4, calcium flux; carbachol calcium flux Fluo4; active compounds read low; B-score at 10 µM; hit rate 0.92% among 310,000; AID 463111, 2010;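 active = B-score of the integrated calcium signal more than 4 SD below the library mean, with starting fluorescence not abnormally high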;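 also: negative B-score means reduced calcium response which marks RGS4 activation or potentiation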
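System – HEK293 FlpIn-TREx cells, stable M3R, doxycycline-inducible RGS4 · Reagent – ECmax carbachol challenge · Times – compound preincubation 20 min at room temperature before agonist · Technique – Fluo4 fluorescence kinetic imaging of calcium · Measure – B score of integrated Fluo4 ratio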
KCNQ1 inh: inhibitors of human KCNQ1 channel, primary screen, cell-based, thallium flux, high-throughput; Potassium voltage-gated channel subfamily KQT member 1 (Homo sapiens), P51787; CHO-K1 KCNQ1, FluxOR thallium flux fluorescence; active compounds read high; B-score at 10 µM; hit rate 1.3% among 310,000; AID 2642, 2010;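 active = compounds whose thallium flux B-score, printed positive for inhibition, exceeds three library SD while starting fluorescence stays within three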;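 also: channel opened by potassium depolarization with thallium stimulus after 20 min compound exposure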
* hit, by the source's call.

For CCCCC(=O)Nc1nc(C)c(-c2csc(Nc3ccccc3OC)n2)s1 the results were MrgX1 allo act inactive, RGS4 block inactive, KCNQ1 act inactive, ANO1 activ inactive, TMEM16A inh inactive, KCNK3 block inactive, MrgX1 ag inactive, KCNK9 block inactive, hERG rescue -9, RGS4 pot inactive and KCNQ1 inh inactive.
COc1ccc(CCNS(=O)(=O)c2ccc(OC)cc2)cc1 was read as MrgX1 allo act inactive, RGS4 block inactive, KCNQ1 act inactive, ANO1 activ inactive, TMEM16A inh 25*, KCNK3 block inactive, MrgX1 ag inactive, KCNK9 block inactive, hERG rescue -3, RGS4 pot inactive and KCNQ1 inh inactive.
Screening O=C(O)C1C2C=CC(C2)C1C(=O)NC(c1ccccc1)c1ccccc1 (centres undefined) returned MrgX1 allo act inactive, RGS4 block inactive, KCNQ1 act inactive, ANO1 activ inactive, TMEM16A inh inactive, KCNK3 block inactive, MrgX1 ag inactive, KCNK9 block inactive, hERG rescue -3, RGS4 pot inactive and KCNQ1 inh inactive.
Screening Cc1ccc(NC(=O)Nc2ccc3c(c2)N(C)C(=O)CS3)cc1C returned MrgX1 allo act inactive, RGS4 block inactive, KCNQ1 act inactive, ANO1 activ inactive, TMEM16A inh inactive, KCNK3 block inactive, MrgX1 ag inactive, KCNK9 block inactive, hERG rescue -5, RGS4 pot inactive and KCNQ1 inh inactive.
CS(=O)(=O)N1CCCC(C(=O)NCc2ccc(F)cc2Cl)C1 (centres undefined) was read as MrgX1 allo act inactive, RGS4 block inactive, KCNQ1 act inactive, ANO1 activ inactive, TMEM16A inh inactive, KCNK3 block inactive, MrgX1 ag inactive, KCNK9 block inactive, hERG rescue -11, RGS4 pot inactive and KCNQ1 inh inactive.
Screening Cc1ccccc1NC(=S)Nc1ccccc1 returned MrgX1 allo act inactive, RGS4 block inactive, KCNQ1 act inactive, ANO1 activ inactive, TMEM16A inh inactive, KCNK3 block inactive, MrgX1 ag inactive, KCNK9 block inactive, hERG rescue -9, RGS4 pot inactive and KCNQ1 inh inactive.
`CCC(c1nnc(SCC(=O)Nc2ccc(NC(C)=O)cc2)n1Cc1ccccc1)N(C)C` (centres undefined) gave MrgX1 allo act inactive, RGS4 block inactive, KCNQ1 act inactive, ANO1 activ inactive, TMEM16A inh inactive, KCNK3 block inactive, MrgX1 ag inactive, KCNK9 block inactive, hERG rescue -6, RGS4 pot inactive and KCNQ1 inh inactive.
For C[C@@]12C(=O)Nc3ccc(Br)cc3C(=O)N1[C@H]1c3cc(Br)ccc3OC[C@@H]1[C@@H]2c1ccccc1 the results were MrgX1 allo act inactive, ANO1 activ inactive, TMEM16A inh inactive, KCNK3 block inactive and MrgX1 ag inactive.
COCCCNCCOCCSc1ccc(Cl)cc1 was read as MrgX1 allo act inactive, RGS4 block inactive, KCNQ1 act inactive, ANO1 activ inactive, TMEM16A inh inactive, KCNK3 block inactive, MrgX1 ag inactive, KCNK9 block inactive, hERG rescue -5, RGS4 pot inactive and KCNQ1 inh inactive.
For COc1ccc(CNC(=O)/C(C#N)=C/c2cccc(OC)c2OC)cc1 the results were MrgX1 allo act inactive, RGS4 block inactive, KCNQ1 act inactive, ANO1 activ inactive, TMEM16A inh inactive, KCNK3 block inactive, MrgX1 ag inactive, KCNK9 block inactive, hERG rescue -7, RGS4 pot inactive and KCNQ1 inh inactive.
Screening CCOC(=O)c1sc(NC(=S)NC(=O)c2ccco2)nc1C returned MrgX1 allo act inactive, RGS4 block inactive, KCNQ1 act 9*, ANO1 activ inactive, TMEM16A inh inactive, KCNK3 block inactive, MrgX1 ag inactive, KCNK9 block inactive, hERG rescue 8.9*, RGS4 pot inactive and KCNQ1 inh inactive.
O=C(CSc1nnc(-c2ccco2)n1Cc1ccccc1)c1ccccc1 was read as MrgX1 allo act inactive, RGS4 block inactive, KCNQ1 act inactive, ANO1 activ inactive, TMEM16A inh inactive, KCNK3 block inactive, MrgX1 ag inactive, KCNK9 block inactive, hERG rescue -13, RGS4 pot inactive and KCNQ1 inh inactive.
Screening COC(=O)c1ccc(NC(=O)CSc2nnc(CNc3ccc(F)cc3)n2C)cc1 returned MrgX1 allo act inactive, RGS4 block inactive, KCNQ1 act inactive, ANO1 activ inactive, TMEM16A inh inactive, KCNK3 block inactive, MrgX1 ag inactive, KCNK9 block inactive, hERG rescue -7, RGS4 pot inactive and KCNQ1 inh inactive.
COc1nc(Oc2ccc(C(=O)O)cc2)nc(Oc2ccc(C(=O)O)cc2)n1 was read as MrgX1 allo act inactive, RGS4 block inactive, KCNQ1 act inactive, ANO1 activ inactive, TMEM16A inh inactive, KCNK3 block inactive, MrgX1 ag inactive, KCNK9 block inactive, hERG rescue -13, RGS4 pot inactive and KCNQ1 inh inactive.
CC(C)(C)NC(=O)C(c1cccnc1)N(C(=O)c1csnn1)c1ccccc1 (centres undefined) was read as MrgX1 allo act inactive, RGS4 block inactive, KCNQ1 act inactive, ANO1 activ inactive, TMEM16A inh inactive, KCNK3 block inactive, MrgX1 ag inactive, KCNK9 block inactive, hERG rescue -14, RGS4 pot inactive and KCNQ1 inh inactive.
CCc1ccc(OCC(=O)N(Cc2ccccc2)C2CCS(=O)(=O)C2)cc1 (centres undefined) was read as MrgX1 allo act inactive, RGS4 block inactive, KCNQ1 act inactive, ANO1 activ inactive, TMEM16A inh inactive, KCNK3 block inactive, MrgX1 ag inactive, KCNK9 block inactive, hERG rescue -4, RGS4 pot inactive and KCNQ1 inh inactive.
Screening Cc1c(C)c2ccc(OC(C)C(=O)N3CC[C@@]4(O)CCCC[C@H]4C3)c(C)c2oc1=O (some centres undefined) returned MrgX1 allo act inactive, RGS4 block inactive, KCNQ1 act inactive, ANO1 activ inactive, TMEM16A inh inactive, KCNK3 block inactive, MrgX1 ag inactive, KCNK9 block inactive, hERG rescue -4, RGS4 pot inactive and KCNQ1 inh inactive.
For O=C(c1cc(Cl)ccc1[N+](=O)[O-])N1CCc2ccccc2C1 the results were MrgX1 allo act inactive, RGS4 block inactive, KCNQ1 act inactive, ANO1 activ inactive, TMEM16A inh inactive, KCNK3 block inactive, MrgX1 ag inactive, KCNK9 block inactive, hERG rescue -15, RGS4 pot inactive and KCNQ1 inh inactive.
Cc1ccc(OCC(=O)N/N=C/c2ccc([N+](=O)[O-])o2)cc1 was read as MrgX1 allo act inactive, RGS4 block inactive, KCNQ1 act inactive, ANO1 activ inactive, TMEM16A inh inactive, KCNK3 block inactive, MrgX1 ag inactive, KCNK9 block inactive, hERG rescue 1, RGS4 pot inactive and KCNQ1 inh inactive.
CCOC(=O)CNC(=O)CSc1nnc(-c2ccco2)n1N was read as MrgX1 allo act inactive, RGS4 block inactive, KCNQ1 act inactive, ANO1 activ inactive, TMEM16A inh inactive, KCNK3 block inactive, MrgX1 ag inactive, KCNK9 block inactive, hERG rescue -5, RGS4 pot inactive and KCNQ1 inh inactive.
`CCOC(=O)c1ccc(S(=O)(=O)N2CCN(CCC#N)CC2)cc1` gave MrgX1 allo act inactive, RGS4 block inactive, KCNQ1 act inactive, ANO1 activ inactive, TMEM16A inh inactive, KCNK3 block inactive, MrgX1 ag inactive, KCNK9 block inactive, hERG rescue -7, RGS4 pot inactive and KCNQ1 inh inactive.
CN(C)C(=O)CSc1nnc(NC(=O)CCc2ccccc2)s1 was read as MrgX1 allo act inactive, RGS4 block inactive, KCNQ1 act inactive, ANO1 activ inactive, TMEM16A inh inactive, KCNK3 block inactive, MrgX1 ag inactive, KCNK9 block inactive, hERG rescue -8, RGS4 pot inactive and KCNQ1 inh inactive.
For O=C(CNC(=O)c1ccccc1F)NNC(=O)c1ccccc1O the results were MrgX1 allo act inactive, RGS4 block inactive, KCNQ1 act inactive, ANO1 activ inactive, TMEM16A inh inactive, KCNK3 block inactive, MrgX1 ag inactive, KCNK9 block inactive, hERG rescue -9, RGS4 pot inactive and KCNQ1 inh inactive.
`COC(=O)C1=C(C(=O)OC)[N+]2=C3N(C(=O)NC2(C)C)[C@H](CO)C[C@@]32c3ccccc3N(Cc3ccccc3)[C@@H]12` gave MrgX1 allo act inactive, RGS4 block inactive, KCNQ1 act inactive, ANO1 activ inactive, TMEM16A inh inactive, KCNK3 block inactive, MrgX1 ag inactive, KCNK9 block inactive, hERG rescue -10, RGS4 pot inactive and KCNQ1 inh inactive.
Cc1cccc(NC(=O)N(C)Cc2cccs2)c1 was read as MrgX1 allo act inactive, RGS4 block inactive, KCNQ1 act inactive, ANO1 activ inactive, TMEM16A inh inactive, KCNK3 block inactive, MrgX1 ag inactive, KCNK9 block inactive, hERG rescue -2, RGS4 pot inactive and KCNQ1 inh inactive.
CCCC(=O)NCC(c1cccs1)S(=O)(=O)c1ccc(Cl)cc1 (centres undefined) was read as MrgX1 allo act inactive, RGS4 block inactive, KCNQ1 act inactive, ANO1 activ inactive, TMEM16A inh inactive, KCNK3 block inactive, MrgX1 ag inactive, KCNK9 block inactive, hERG rescue -7, RGS4 pot inactive and KCNQ1 inh inactive.
Screening CCOC(=O)C1CCCN(C(=O)CCNS(=O)(=O)c2cc(Br)cnc2N)C1 (centres undefined) returned MrgX1 allo act inactive, RGS4 block inactive, KCNQ1 act inactive, ANO1 activ inactive, TMEM16A inh inactive, KCNK3 block inactive, MrgX1 ag inactive, KCNK9 block inactive, hERG rescue -8, RGS4 pot inactive and KCNQ1 inh inactive.

Source: PubChem (Johns Hopkins Ion Channel Center)
